XBP1 UPR activ: adaptive UPR (XBP1) activation; activation, % at 20 µM; AID 463104; 330,000 tested, 0.33% active; CHO-XBP1 luciferase reporter, IRE1-XBP1 UPR activation, luminescence; percent of tunicamycin response, DMSO as zero;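 active means versus positive control, 20 µM dose yields 30% or more activation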;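 further: 100% = tunicamycin at 10 µg/mL and 0% = DMSO only wells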
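Material: CHO cell line with stable XBP1 luciferase reporter; buffer or medium: F12 medium containing 10% fetal bovine serum; compound: single point, 20 µM final compound, 1% DMSO; incubation: 6 h treatment, 37 °C; measured by: glow luminescence from Steady-Glo reagent; evaluation: activation, % of tunicamycin; control set: tunicamycin high, DMSO low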
Jurkat NFkB inh: lowers PMA/ionomycin-induced NF-kB signal in Jurkat cells; PMA/ionomycin-induced NF-kB luciferase reporter, luminescence; inhibition, % at 4 µM; 330,000 tested, 0.53% active; AID 435003; in the data active means inhibition above about 50%
Mdm2-MdmX inh: disrupts the human Mdm2-MdmX interaction; O15151+Q00987; SaOS-2 split-luciferase Mdm2/MdmX complementation, luminescence; inhibition, % at 8 µM; 330,000 tested, 3% active; AID 485346;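 active means inhibition of at least 50% at 8 µM in the primary screen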
APJ antag: blocks the human apelin receptor APJ. P35414. CHO-K1 APJ beta-arrestin complementation, luminescence. inhibition, % at 20 µM. 330,000 tested, 0.32% active;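 active means inhibition above about 40% at 20 µM, limit read from the data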;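 further: cells challenged with 10 nM apelin-13 agonist together with compound; plate controls were apelin-13 plus DMSO wells for no effect and DMSO wells lacking apelin-13 for full effect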
Target sequence (P35414 whole entry, looked up): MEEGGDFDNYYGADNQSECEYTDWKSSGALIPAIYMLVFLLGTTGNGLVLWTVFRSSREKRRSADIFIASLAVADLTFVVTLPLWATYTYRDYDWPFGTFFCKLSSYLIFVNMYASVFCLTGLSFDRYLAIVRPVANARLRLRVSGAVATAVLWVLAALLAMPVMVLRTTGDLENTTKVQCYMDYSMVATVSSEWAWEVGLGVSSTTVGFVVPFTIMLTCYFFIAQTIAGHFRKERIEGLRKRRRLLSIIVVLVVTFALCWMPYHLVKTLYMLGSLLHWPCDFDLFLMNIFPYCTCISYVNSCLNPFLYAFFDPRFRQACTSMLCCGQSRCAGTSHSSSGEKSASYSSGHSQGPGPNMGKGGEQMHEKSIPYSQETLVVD
APJ ag: APJ receptor agonism. CHO-K1 APJ PathHunter beta-arrestin, luminescence; 0% DMSO wells, 100% apelin. activation, % at 20 µM. P35414. 330,000 tested, 0.11% active;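 active means activation more than six SD over the plate average, tested at 20 µM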;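 further: 0% = DMSO alone and 100% = apelin-13 at 10 nM; some results filed as inactive read as strong as hits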
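Assay system: engineered CHO-K1 APJ arrestin reporter cells; Amount: 1000 CHO-K1 reporter cells seeded per well; Dosing: one dose, 20 µM compound, 1% DMSO; Times: compound stimulation 90 min at 25 °C, detection 60 min; Measured by: luminescent beta-gal fragment complementation, chemiluminescent substrate; Read-out: APJ–arrestin association signal; Controls: DMSO vs Apelin-13 10 nM.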
UPR CHOP act: apoptotic UPR (CHOP) activation. 330,000 tested, 0.34% active. activation, % at 10 µM. CHO-CHOP luciferase reporter, luminescence; percent of tunicamycin response over DMSO baseline;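 active means at 10 µM dose, activation of 40% or more, normalized to positive control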;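 further: 100% = tunicamycin at 10 µg/mL and 0% = DMSO alone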
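Material: CHO-CHOP cells, stable luciferase reporter of PERK-eIF2a-CHOP signalling; quantity: 500 reporter cells seeded per well; buffer or medium: F12 medium containing 10% fetal bovine serum; compound: one dose, 10 µM in 0.5% DMSO; incubation: 6 h compound treatment, 37 °C; measured by: Steady-Glo luciferase luminescence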
697 NFkB inh: inhibitors of the PMA/ionomycin-induced NF-kB reporter in 697 B cells | 697 B-cell NF-kB luciferase reporter, 16 h | inhibition, % at 4 µM | 330,000 tested, 0.33% active; in the data active means inhibition above about 35%
tim23-1 inh: growth inhibitors of tim23-1 mutant yeast; 330,000 tested, 1.3% active; S. cerevisiae tim23-1 growth, BacTiter-Glo luminescence, 24 h; inhibition, % at 20 µM; AID 463212;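 active means growth inhibition of the mutant yeast at or above 50%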;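 further: temperature-sensitive mutant grown at 25 °C; plate controls were DMSO-treated mutant yeast for no effect and medium wells lacking yeast for full effect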
Numbers without * were called inactive. No enrichment for hits, and some 5% of all compounds hit somewhere here.

SMILES	XBP1 UPR activ	Jurkat NFkB inh	Mdm2-MdmX inh	APJ antag	APJ ag	UPR CHOP act	697 NFkB inh	tim23-1 inh
COc1ccc(C(=O)c2cc([N+](=O)[O-])ccc2N2CCCC2)cc1	2	47	50*	14	-4	-1.0	-32	19
CCCc1ccc(OCCNC(=O)C2CCCCC2)cc1	6	17	3	2	-4	-2.4	1	19
COC(=O)c1[nH]c2ccc(F)cc2c1NS(=O)(=O)c1ccc(F)c(C)c1	0	-4	11	-2	-3	-1.2	5	21
O=c1[nH]c(C2CCN(S(=O)(=O)c3ccc4c(c3)OCCO4)CC2)nc2c1nnn2Cc1ccc(F)cc1	4	25	4	8	-3	0.9	6	15
CN(C)CCNC(=O)C(=O)c1c(-c2ccccc2)cc2ccccn12	-3	19	-27	-4	-2	-1.5	18	-5
O=C(NCc1nnnn1-c1ccc(F)c(F)c1)c1ccc2ccccc2c1	-1	4	-32	-6	-1	1.4	13	13
COc1ccccc1NC(=O)CSc1nnnn1-c1ccc(F)cc1	-5	-9	10	10	-5	1.4	3	21
NNC(=O)COc1ccc(C(F)(F)F)cc1	-2	5	0	0	0	-0.9	5	7
O=C(NC1CC(=O)N(c2ccc3c(c2)OCCO3)C1)N1CCCCC1 (stereo not given)	-3	7	9	5	-2	0.1	19	0
CCCC(=O)Nc1ccc(C)c(O)c1	2	7	26	14	1	0.2	-8	-1
O=C(Nc1ccc(Br)cn1)c1ccc([N+](=O)[O-])o1	2	-3	19	-11	4	6.0	16	43
O=C(CCc1nnc(CCCCc2ccccc2)o1)NCCN1CCOC1=O	7	-6	-15	-13	-3	2.7	-3	-2
Cn1c(=O)c(C=Nc2ccccc2)c(O)c2ccccc21	5	12	24	22	-2	5.7	8	30
Clc1ccc2nc(N3CCCCC3)sc2c1	1	-109	-200	7	-1	3.7	-233	-4
Cc1nc([N+](=O)[O-])c(Br)n1CC(=O)c1ccccc1	-2	12	-3	23	-2	5.0	-8	26
CCOc1cc(/C=C2\C(=O)N(c3cccc(C(=O)O)c3)N=C2C(F)(F)F)ccc1OCC(=O)Nc1ccccc1OC	1	2	5	17	2	0.2	16	26
Cc1cnc(NC(=O)CSc2ncn(-c3ccccc3)n2)s1	-1	8	-11	-23	-2	0.7	-17	10
COC(=O)c1cn(C(=O)c2ccc(OC)cc2)c2ccccc12	12	5	22	-23	-2	-1.8	-16	42
CCc1cc2c(=O)c(-c3nc4ccccc4n3C)coc2c(CN2CCCC(C)C2)c1O (stereo not given)	-3	-13	3	-1	-4	0.1	-19	2
Cc1ccc(-c2nc(-c3ccccn3)sc2CC(=O)O)cc1	-2	-14	-16	-6	-1	0.1	-65	21
O=C(Nc1ccccc1Cl)C1(c2ccccc2)CC1(Cl)Cl (stereo not given)	-4	-10	5	-3	-3	1.4	-24	0
CCN(CC)S(=O)(=O)c1ccc(C(C)NC(=O)Cc2c[nH]c3ccccc23)cc1 (stereo not given)	-4	4	5	-4	-2	0.9	-7	-2
CCOC(=O)CNC(=O)c1ccc(OCC(F)(F)F)cc1	-3	-23	-4	-2	-2	1.4	-6	7
CC(C)CCN(C(=O)Nc1ccccc1)C(C)c1cccs1 (stereo not given)	-3	-6	9	11	2	0.4	-4	34
COc1ccc(C)cc1N(CC(=O)Nc1ccc(S(=O)(=O)N2CCCC2)cc1)S(C)(=O)=O	-3	9	7	-7	4	1.9	-8	-2

Further compounds follow.
SMILES	XBP1 UPR activ	Jurkat NFkB inh	Mdm2-MdmX inh	APJ antag	APJ ag	UPR CHOP act	697 NFkB inh	tim23-1 inh
CC12CCC(=O)N1C(C(=O)Nc1nnc(SCc3ccccc3)s1)CS2 (stereo not given)	1	12	16	0	-2	0.3	-6	29
CSc1nc2ccc(NC(=O)c3ccc(=O)n(C)n3)cc2s1	2	-33	2	2	-1	5.6	-71	9
CC1=CC(=O)CC2C1(C)CCC(C)C2(C)CCC(C)CC(=O)O (stereo not given)	0	0	-13	-91	-1	-1.3	-3	35
O=C(Nc1nc2ccc3ccccc3c2s1)c1ccc(N2CCCCC2)c([N+](=O)[O-])c1	15	23	18	25	0	6.0	-47	-9
CCN1CCN(C(=O)c2cc3cc4cc(OC)ccc4nc3s2)CC1	-1	-14	18	-5	1	0.4	-27	5
O=C(NCc1ccco1)c1cnc2ccccn2c1=O	1	4	-16	2	-2	-0.2	10	14
CC(C)(C)NS(=O)(=O)c1ccc(NC(=O)C(Sc2ccccc2)c2ccccc2)cc1 (stereo not given)	2	18	47	-7	-3	0.4	-8	9
C=Cc1ccc(Cn2c(=O)n(C)c(=O)c3sccc32)cc1	-5	1	21	13	0	0.1	-19	14
CN(C(=O)c1ccc2c(c1)OCO2)C1CCCCC1	2	-44	-8	5	-2	4.5	-34	-9
COc1ccc(Nc2nc(C)nc3sc4c(c23)CCC4)cc1O	5	19	39	-43	-2	-1.4	-6	5
CCOC(=O)N1CCC(=NNC(=O)c2cc3ccccc3cc2O)CC1	-3	3	21	-61	13	2.5	25	22
C[C@@H]1CN([C@H](C)CO)C(=O)c2cccc(NC(=O)c3ccncc3)c2O[C@@H]1CN(C)Cc1ccc(C(=O)O)cc1	-2	-1	7	11	-1	-1.9	-7	12
C[C@]12CCC(=O)CC1CCC1C2CC[C@@]2(C)C1CC[C@@]21CCO1 (stereo not given in full)	-4	-8	-14	-6	-1	-1.2	-26	32
Cn1c(=O)c2cn(Cc3ccc(Cl)cc3)cc2n(C)c1=O	-1	-5	17	-6	1	0.1	-21	7
COC(=O)c1ccc(C(=O)N2CCCC(N3CCN(c4ccc(F)cc4)CC3)C2)nc1 (stereo not given)	-3	8	12	7	-1	-0.2	-36	17
O=C(COc1ccccc1)Nc1ccc(N2CCCCC2)cc1	3	-32	-16	8	1	3.5	-17	-1
CCOC(=O)N1CCN(C(=O)c2c[nH]c3ccc(S(=O)(=O)N(C)c4cccc(C)c4)cc3c2=O)CC1	-6	1	16	-11	3	-0.8	-8	-24
COc1cc(C(=O)NC(=S)N2CCCCCC2)cc(OC)c1OC	0	-6	6	3	-1	-0.1	-1	23
COc1ccc(CCN2CC(C(=O)NCCN3CCOC3=O)CCC2=O)cc1 (stereo not given)	-1	9	33	-12	-3	2.6	-26	6
COC(=O)c1ccccc1NC(=O)C1CC=CCC1C(=O)O (stereo not given)	-1	-7	-3	5	-3	-0.7	6	3
COc1ccc(-n2c(CCc3ccccc3)nnc2SCC(=O)NCc2ccccc2)cc1	-2	6	-7	13	-6	1.9	0	5
Cn1cnnc1SCC(=O)NN1C(=O)NC(C)(c2ccccc2)C1=O (stereo not given)	-2	1	24	-17	0	-1.6	24	-5
O=C(CN1CCCc2ccccc21)NC(=O)NC1CCCCC1	4	-7	-21	-12	0	-0.4	-9	20
COc1ccc(Cl)cc1NC(=O)COC(=O)CCc1cc(OC)c(OC)c(OC)c1	4	1	23	6	-2	2.9	-1	16
CC(C)=NOc1nc(N(C)C)nc(N2CCOCC2)n1	1	-7	24	0	0	-0.4	-7	10

Next results:
SMILES	XBP1 UPR activ	Jurkat NFkB inh	Mdm2-MdmX inh	APJ antag	APJ ag	UPR CHOP act	697 NFkB inh	tim23-1 inh
COc1cccc(C(=O)Nc2ccccc2F)c1	1	-22	-34	19	-2	0.5	5	11
COC(=O)[C@]1(CC(C)C)N[C@H](c2ccc(-c3ccc(F)cc3)cc2)[C@@H]2C(=O)N(C)C(=O)[C@@H]21	-3	32	25	5	0	-0.6	22	32
Cc1nc(C(=O)Nc2ccccc2)sc1C1(C)CC(c2cccnc2)=NO1 (stereo not given)	0	-60	-27	4	-3	1.3	-29	-10
CC1CN(S(=O)(=O)c2cccc(C(=O)NCC3COc4ccccc4O3)c2)CC(C)O1 (stereo not given)	-3	-1	2	6	-1	2.0	-3	31
CN(C)/C=N/c1nc2nccc(-c3cccnc3)n2n1	-3	0	-15	-33	-2	-1.7	6	9
COc1ccc(-c2c3c(=O)n(C)c(=O)n(C)c3cn2NC(C)=O)cc1	-2	8	19	3	-3	-0.8	16	-3
Cc1cccc(OCC(=O)O/N=C(\N)Cc2ccc(Cl)cc2)c1	-1	5	21	-19	-7	-4.5	21	75*
Nc1nnc(SCc2ccccc2Cl)s1	2	-21	-36	19	1	0.5	-45	8
COc1ccc(/C=C/C(=O)N(c2ccccn2)C2CCCCC2)cc1OC	9	-11	-2	2	-3	1.1	1	20
C[C@@H](NC(=O)c1nc[nH]c1C(=O)N1CCN(C(=O)OC(C)(C)C)CC1)c1ccccc1	-4	-1	3	-22	-4	-1.2	2	-4
Clc1ccccc1-c1nc2ccccc2[nH]1	2	-109	-58	5	2	3.6	-116	39
O=C(/C=C/c1ccco1)Nc1sc2c(c1C(=O)O)CCC2	1	-16	-25	-4	-4	4.1	7	14
Cc1ccc(C(=O)Nc2cccc(S(=O)(=O)N(C)c3ccccc3)c2)o1	-3	-3	-6	-9	0	0.9	4	23

Structures from the list above with an aryl methoxy group:
SMILES	XBP1 UPR activ	Jurkat NFkB inh	Mdm2-MdmX inh	APJ antag	APJ ag	UPR CHOP act	697 NFkB inh	tim23-1 inh
COc1ccc(C(=O)c2cc([N+](=O)[O-])ccc2N2CCCC2)cc1	2	47	50*	14	-4	-1.0	-32	19
COc1ccccc1NC(=O)CSc1nnnn1-c1ccc(F)cc1	-5	-9	10	10	-5	1.4	3	21
CCOc1cc(/C=C2\C(=O)N(c3cccc(C(=O)O)c3)N=C2C(F)(F)F)ccc1OCC(=O)Nc1ccccc1OC	1	2	5	17	2	0.2	16	26
COC(=O)c1cn(C(=O)c2ccc(OC)cc2)c2ccccc12	12	5	22	-23	-2	-1.8	-16	42
COc1ccc(C)cc1N(CC(=O)Nc1ccc(S(=O)(=O)N2CCCC2)cc1)S(C)(=O)=O	-3	9	7	-7	4	1.9	-8	-2
CCN1CCN(C(=O)c2cc3cc4cc(OC)ccc4nc3s2)CC1	-1	-14	18	-5	1	0.4	-27	5
COc1ccc(Nc2nc(C)nc3sc4c(c23)CCC4)cc1O	5	19	39	-43	-2	-1.4	-6	5
COc1cc(C(=O)NC(=S)N2CCCCCC2)cc(OC)c1OC	0	-6	6	3	-1	-0.1	-1	23
COc1ccc(CCN2CC(C(=O)NCCN3CCOC3=O)CCC2=O)cc1 (stereo not given)	-1	9	33	-12	-3	2.6	-26	6
COc1ccc(-n2c(CCc3ccccc3)nnc2SCC(=O)NCc2ccccc2)cc1	-2	6	-7	13	-6	1.9	0	5
COc1ccc(Cl)cc1NC(=O)COC(=O)CCc1cc(OC)c(OC)c(OC)c1	4	1	23	6	-2	2.9	-1	16
COc1cccc(C(=O)Nc2ccccc2F)c1	1	-22	-34	19	-2	0.5	5	11
COc1ccc(-c2c3c(=O)n(C)c(=O)n(C)c3cn2NC(C)=O)cc1	-2	8	19	3	-3	-0.8	16	-3
COc1ccc(/C=C/C(=O)N(c2ccccn2)C2CCCCC2)cc1OC	9	-11	-2	2	-3	1.1	1	20

Screening data: PubChem BioAssay, Sanford-Burnham Center for Chemical Genomics
